# M17LAP inhibition = P. falciparum M17LAP inhibitors, primary screen, biochemical, fluorogenic H-Leu-NHMec substrate, 1536-well (AID 1619); Leucine aminopeptidase (Plasmodium falciparum (isolate 3D7)); recombinant M17LAP, H-Leu-NHMec fluorogenic kinetic assay; higher % means a stronger effect; inhibition, % at 30 µM, or IC50 in µM where a hit was titrated; actives 0.38% (n = 220,000);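 active = compound inhibiting the enzyme by more than half at any dose during confirmatory dose-response retesting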;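 note: plate controls were full reaction with DMSO carrier for no effect and no enzyme background for full effect; strong numbers were not always called active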
# M1AAP inhibition = P. falciparum M1AAP inhibitors, biochemical, fluorogenic H-Leu-NHMec substrate, 1536-well (AID 1445); recombinant M1AAP, H-Leu-NHMec fluorogenic kinetic assay; higher % means a stronger effect; inhibition, % at 30 µM; hits with a dose series show IC50 in µM; Aminopeptidase N (Plasmodium falciparum (isolate 3D7)); actives 0.42% (n = 220,000);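 active = primary inhibition above the hit cutoff, then over 50% inhibition at one or more dose response concentrations, cut at about 23% in these data, passing the limit was not always enough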;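 note: plate controls were DMSO full reaction for no effect and no enzyme background for full effect; strong numbers were not always called active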
# human PMI inhibitors = human PMI inhibitors, high substrate, primary screen, biochemical, fluorescence intensity, high mannose 6-phosphate (AID 1220); recombinant PMI enzyme, coupled fluorescence intensity; higher % means a stronger effect; one-dose inhibition, % at 20 µM; IC50 in µM for titrated hits; actives 0.66% (n = 190,000)
# XIAP antagonists = XIAP antagonists, biochemical, IAP family, fluorescence polarization (AID 1018); displacement, % at 20 µM; hits with a dose series show IC50 in µM; E3 ubiquitin-protein ligase XIAP (Homo sapiens); actives 0.007% (n = 200,000); XIAP BIR domain, fluorescence polarization peptide displacement; higher % means a stronger effect; in the data active = displacement above about 50%; note: a part of the inactive calls stands beside numbers as strong as those of hits
# Myeloid diff MLP = induction of myeloid progenitor differentiation, primary screen, cell-based, flow cytometry, MLPCN library; ER-HoxA9 myeloid progenitors, lysozyme-GFP differentiation; calls only at 10 µM; actives 1% (n = 360,000);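 active = normalized GFP-positive differentiation at or above the plate's own cutoff, the solvent-only control mean plus 3 SD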;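 note: cells exposed to compound for four days before flow analysis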
# TNAP activation fold = human TNAP enzyme activators, primary screen, biochemical, luminescent, no phosphate acceptor, uHTS (AID 1001) | activation fold at 20 µM, or EC50 in µM where a hit was titrated | actives 0.03% (n = 200,000) | purified TNAP, luminescent activation assay, no phosphate acceptor; higher activation fold means a stronger effect; in the data active = activation fold from about 3, or a potency from the dose series; inactive = the rest, 99 in 100 with activation fold below about 1.6; note: many of its hits are not listed in these tables
# CSM14.1 death rescue = rescue of cells from ER stress-induced death, primary screen, 384-well, CSM14.1, thapsigargin, ATP luminescence (AID 1222); cellular ATP content (survival), % at 20 µM; hits with a dose series show EC50 in µM; CSM14.1 thapsigargin-induced death rescue, ATP luminescence; higher % means a stronger effect; 190,000 tested, under 10 active;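 active = EC50 below 50 µM in the dose-response confirmation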;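 note: death triggered by thapsigargin at about 15 µM added after 2 h compound pretreatment; cell ATP read after overnight thapsigargin exposure of roughly 18 to 22 hours; normalized against plate controls of thapsigargin alone and 5% DMSO vehicle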
# LYP phosphatase = inhibitors of LYP phosphatase, biochemical, fluorescence intensity, uHTS (AID 1779); actives 0.054% (n = 290,000); Tyrosine-protein phosphatase non-receptor type 22 (Homo sapiens); recombinant LYP phosphatase, fluorescence intensity; higher % means a stronger effect; one-dose inhibition, % at 11.5 µM; IC50 in µM for titrated hits;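 note: plate controls were vehicle with enzyme for no effect and no enzyme for full effect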
# human PMI inhibition = inhibitors of human PMI, primary screen, biochemical, fluorescence intensity, coupled assay (AID 1209). actives 0.42% (n = 190,000). purified PMI enzyme, coupled fluorescence intensity; higher % means a stronger effect. inhibition, % at 20 µM, or IC50 in µM where a hit was titrated;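 note: plate controls were DMSO vehicle for no effect and wells lacking substrate for full effect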
# Myeloid diff MLP GFP+ MAC1+ % = also measured in Myeloid diff MLP; calls as there; GFP+ MAC1+ double positive, %; measured here: differentiation confirmed by MAC1 staining
# Starred values were filed as active, the others as inactive; i = inactive; . = no result given. Cut-off read from the data, not from the text of the source, unless noted: active = inhibition above about 50%; inactive = the rest.
SMILES,M17LAP inhibition,M1AAP inhibition,human PMI inhibitors,XIAP antagonists,Myeloid diff MLP,Myeloid diff MLP GFP+ MAC1+ %,TNAP activation fold,CSM14.1 death rescue,LYP phosphatase,human PMI inhibition
Cc1cc(Cl)ccc1C(=O)C1CCCN(C(=O)c2n[nH]c3c2CCCC3)C1 (stereo not drawn),7%,1%,4%,-6.9%,i,0.3,0.8,3.1%,-4%,11%
Cc1ccc(S(=O)(=O)Nc2nc(C)c(NC(=O)OCCCl)s2)cc1,12%,17%,-13%,-1.1%,i,0.6,1.1,-4.6%,-2%,-6%
O=C(Cc1cccs1)Nc1nncs1,-4%,4%,2%,-4.5%,i,1.0,1.2,0.2%,-8%,6%
O=[N+]([O-])c1ccc(-c2ccc(S(=O)(=O)NCCN3CCCC3)cc2)cc1,10%,1%,9%,-4.7%,i,0.0,1,-0.3%,-7%,7%
CCOC(=O)CC1OC(=O)c2cc3c(cc21)C(=O)OC3CC(=O)OCC (stereo not drawn),2%,7%,.,.,i,1.5,.,.,-7%,.
C=CCn1c(SCc2nc3c(c(=O)[nH]c(=O)n3CCCC)n2CCC)nnc1-c1ccccc1,5%,-4%,-4%,-5.6%,i,0.7,1.1,-0.8%,2%,-7%
Oc1cccc(/C=N/N2CCN(c3ccccn3)CC2)c1,6%,6%,.,.,i,0.3,.,.,-2%,.
Cc1ccccc1SCC(=O)N1CCN(c2ccc(C(F)(F)F)cn2)CC1,3%,8%,-8%,-4.2%,i,1.8,1.1,-2.1%,-3%,1%
CC1CC(C)(C)CC2(C1)NC(=O)N(CC(=O)NC1CCCc3ccccc31)C2=O (stereo not drawn),-3%,-7%,12%,-8.3%,i,0.7,1.1,-1.3%,3%,10%
O=C(NCc1cccs1)C1CC(=O)N(c2ccc(F)cc2)C1 (stereo not drawn),-4%,4%,4%,-2.1%,i,0.9,1.1,2.0%,-7%,12%
O=C(c1ccccn1)N1CCN(C(=O)c2ccccn2)CC1,-11%,-3%,-4%,-4.7%,i,0.7,1.1,0.4%,-1%,0%
CCOc1ccc(NC(=O)c2ccccc2SC)cc1,1%,-2%,.,.,i,0.4,.,.,-2%,.
COc1ccc(N2C(=O)c3ccccc3S2(=O)=O)cc1,-3%,1%,.,.,i,0.2,.,.,-1%,.
S=C(Nc1ccccc1Oc1ccccc1)Nc1cccc(Cl)c1Cl,16%,10%,0%,-5.0%,i,0.4,1,0.2%,4%,10%
CC(C)NC(=O)CC(=O)N/N=C/c1c(F)cccc1Cl,5%,5%,7%,-10%,i,0.3,1.1,2.0%,-8%,12%
COc1ccc(C(=O)NC2CCCCCC2)cc1S(=O)(=O)N1CCCc2ccccc21,0%,2%,4%,4.4%,i,2.0,1.1,-1.2%,7%,4%
O=C(NC1=NCCCCC1)c1cccc2ccccc12,-6%,6%,-6%,-4.9%,i,0.6,1.3,-0.2%,-2%,-6%
Cc1cc(Nc2ccc(Br)cc2F)n2ncnc2n1,-16%,3%,6%,-6.3%,i,3.1,1,-3.1%,-5%,-11%
CCCCCC(O)(CCN1CCCCC1)c1ccc(OCC)cc1 (stereo not drawn),1%,4%,-4%,-5.8%,i,0.0,1,-2.2%,-1%,-8%
COc1ccc(N2CCN(C(=O)CCCCn3c(=O)[nH]c4ccsc4c3=O)CC2)cc1,10%,8%,8%,-4.8%,i,0.2,1.1,0.6%,-4%,2%
CCOC(=O)Cc1cnc(NC(=O)CSc2nc3ncnc(N)c3[nH]2)s1,7%,10%,6%,-4.3%,i,0.4,1.6,-1.2%,-3%,-3%
Cc1ccc(C)c(C2C(C#N)=C(N)Oc3cc(C)oc(=O)c32)c1 (stereo not drawn),-2%,-2%,-2%,-3.7%,i,0.7,1,-2.0%,1%,-1%
O=S(=O)(c1ccc(Cl)s1)N1CCC(Cc2ccccc2)CC1,-6%,7%,-2%,0.8%,i,1.2,1.1,-0.7%,1%,8%
O=C(c1cn(-c2ccccc2)nc1-c1cccc([N+](=O)[O-])c1)N1CCCCC1,-12%,-1%,15%,-1.9%,i,0.5,1,1.4%,0%,11%
N#Cc1ccsc1NC(=O)CN1CCCCC1,0%,1%,0%,-4.9%,i,0.7,1.1,-0.8%,-10%,-4%

# Sorted by value in human PMI inhibition (largest number first): five of the compounds above
Molecule	M17LAP inhibition	M1AAP inhibition	human PMI inhibitors	XIAP antagonists	Myeloid diff MLP GFP+ MAC1+ %	TNAP activation fold	LYP phosphatase	human PMI inhibition
Cc1cc(Cl)ccc1C(=O)C1CCCN(C(=O)c2n[nH]c3c2CCCC3)C1 (stereo not drawn)	7%	1%	4%	-6.9%	0.3	0.8	-4%	11%
Cc1ccccc1SCC(=O)N1CCN(c2ccc(C(F)(F)F)cn2)CC1	3%	8%	-8%	-4.2%	1.8	1.1	-3%	1%
N#Cc1ccsc1NC(=O)CN1CCCCC1	0%	1%	0%	-4.9%	0.7	1.1	-10%	-4%
Cc1ccc(S(=O)(=O)Nc2nc(C)c(NC(=O)OCCCl)s2)cc1	12%	17%	-13%	-1.1%	0.6	1.1	-2%	-6%
Cc1cc(Nc2ccc(Br)cc2F)n2ncnc2n1	-16%	3%	6%	-6.3%	3.1	1	-5%	-11%

# The listing picks up with the 6 entries that preceded the break.
SMILES,M17LAP inhibition,M1AAP inhibition,human PMI inhibitors,XIAP antagonists,Myeloid diff MLP,Myeloid diff MLP GFP+ MAC1+ %,TNAP activation fold,CSM14.1 death rescue,LYP phosphatase,human PMI inhibition
COc1ccc(N2CCN(C(=O)CCCCn3c(=O)[nH]c4ccsc4c3=O)CC2)cc1,10%,8%,8%,-4.8%,i,0.2,1.1,0.6%,-4%,2%
CCOC(=O)Cc1cnc(NC(=O)CSc2nc3ncnc(N)c3[nH]2)s1,7%,10%,6%,-4.3%,i,0.4,1.6,-1.2%,-3%,-3%
Cc1ccc(C)c(C2C(C#N)=C(N)Oc3cc(C)oc(=O)c32)c1 (stereo not drawn),-2%,-2%,-2%,-3.7%,i,0.7,1,-2.0%,1%,-1%
O=S(=O)(c1ccc(Cl)s1)N1CCC(Cc2ccccc2)CC1,-6%,7%,-2%,0.8%,i,1.2,1.1,-0.7%,1%,8%
O=C(c1cn(-c2ccccc2)nc1-c1cccc([N+](=O)[O-])c1)N1CCCCC1,-12%,-1%,15%,-1.9%,i,0.5,1,1.4%,0%,11%
N#Cc1ccsc1NC(=O)CN1CCCCC1,0%,1%,0%,-4.9%,i,0.7,1.1,-0.8%,-10%,-4%
C/C(N)=C(/C#N)C(=O)COC(=O)c1cc(-c2cccc3ccccc23)nc2ccccc12,2%,7%,18%,-7.1%,i,0.8,1.3,0.3%,4%,24%
Nc1ccc(-c2ccc(N)c([N+](=O)[O-])c2)cc1[N+](=O)[O-],-5%,5%,-2%,1.7%,i,0.5,0.9,0.8%,-6%,-6%
CCSc1nnc(NC(=O)Cc2ccc(OC)c(S(=O)(=O)N3CCOCC3)c2)s1,-4%,0%,7%,1.9%,i,0.7,1,-1.2%,1%,10%
O=c1oc2cc(OCc3c(F)c(F)c(F)c(F)c3F)ccc2cc1-c1ccccn1,11%,4%,1%,-5.2%,i,0.0,1.1,0.2%,-8%,12%
COc1ccc(OCC(O)CNC(=O)Nc2cccc3ccccc23)cc1 (stereo not drawn),8%,2%,.,.,i,0.7,.,.,-7%,.
Cc1oc(/N=C/c2c(O)ccc3ccccc23)c(C#N)c1C,.,.,54%*,-3.0%,.,.,1,-1.3%,-7%,18%
CN(C)c1ccc(CC2C(=O)Nc3ccccc32)cc1 (stereo not drawn),17%,13%,.,.,i,0.5,.,.,-1%,.
Cn1c(Oc2ccccc2NCc2cc(Br)ccc2O)cc(=O)n(C)c1=O,7%,-1%,10%,-4.2%,i,0.9,1.2,.,2%,11%
Cc1nnc2sc(-c3ccncc3)nn12,7%,9%,-8%,-0.7%,i,0.5,1.1,0.2%,-8%,0%
CCn1nnnc1SCC(=O)Nc1sc(C)c(C)c1C#N,-5%,9%,-8%,-5.3%,i,1.0,1.1,5.9%,-13%,-2%
COc1cccc2sc(N3CCN(c4nc5ccccc5s4)CC3)nc12,5%,8%,2%,-3.8%,i,0.3,1.1,-1.1%,-10%,8%
O=C(CN(c1ccc(F)cc1)S(=O)(=O)c1ccc2c(c1)OCCO2)Nc1ccccc1,16%,12%,11%,-1.9%,i,1.4,1.1,-0.8%,-6%,20%
N#Cc1c(-c2ccccc2)nc(-c2ccccc2)nc1N1CCOCC1,11%,3%,7%,-1.5%,i,0.6,1,0.8%,-5%,4%
COc1ccccc1C1=NOC(Cn2c(=O)c3c(ncn3C)n(C)c2=O)C1 (stereo not drawn),7%,4%,-4%,-1.4%,i,3.1,1,0.6%,-7%,-8%
N#C/C(=C\C=C\c1ccccc1)C(=O)NCc1cccnc1,.,.,8%,-3.2%,i,1.3,1.1,3.9%,1%,2%
CCN(CC)CCn1c(C)nc2ccccc21,13%,8%,.,.,i,0.6,.,.,3%,.
N#Cc1c2ncn(CC(=O)c3ccc(Br)cc3)c(=O)c2c2n1CCC2,11%,0%,-2%,3.3%,i,0.8,1.1,1.9%,-11%,2%
Cc1ccc(NCc2ccncc2)c(Br)c1,-16%,-8%,-22%,-14%,i,1.1,1.1,-0.6%,-14%,-21%
CN(C)C(=O)CSc1nc2ccccc2n1CC(=O)N1CCN(c2ccccc2)CC1,-15%,3%,-5%,-0.4%,i,1.5,1.2,1.9%,-5%,-4%
Cc1ccc(/C=N/NC(=O)CN2CCN(Cc3ccccc3)CC2)o1,8%,0%,.,.,i,0.4,.,.,-5%,.
COC(=O)c1ccc2c(=O)n(CCN3CCOCC3)c(SCC(=O)c3ccccc3)nc2c1,-3%,-3%,.,.,i,0.8,.,.,-5%,.
CCc1cccc(OCCOCCN2CCCC2)c1,13%,-3%,-3%,-3.8%,i,1.2,1,-0.7%,-9%,-9%
COc1ccc(N(CC(=O)N/N=C/c2ccc3c(c2)OCO3)S(=O)(=O)c2ccc(NC(C)=O)cc2)cc1,8%,3%,-8%,-6.5%,i,0.4,1.1,-10%,1%,3%
Cc1ccccc1OCC(=O)Nc1ccccc1N1CCOCC1,6%,10%,7%,-3.7%,i,1.1,1.1,-0.4%,-5%,10%
CCN(CC)CCNC(=O)c1cc(Sc2nnc(C)s2)nc2ccccc12,8%,5%,4%,-0.6%,i,1.0,1.1,3.5%,-3%,7%
NC(=O)c1sc2nc3c(cc2c1N)CCC3,5%,1%,-9%,-4.1%,i,0.4,1,-1.9%,4%,-8%
Cn1c(=O)cc(OCCCC(=O)NCc2ccccn2)c2ccccc21,11%,1%,0%,-6.9%,i,0.7,1,-2.1%,-5%,0%
CCOC(=O)c1cc(C(C)=O)c(=O)[nH]c1C,2%,4%,7%,-15%,i,0.1,1,.,1%,3%
